hIAP act – human IAP activation. P09923. purified human IAP, CDP-Star luminescence, 30 min; stronger effect = higher value; 1 = vehicle-only enzyme, 0 = enzyme-free background. activation factor at 10 µM. 330,000 tested, 0.16% active;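 active = activation factor of the enzyme at least 2-fold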; also: the source names both 10 and 20 µM as test concentration; values of inactives mirror those of a sister screen read the other way
Target sequence (P09923 whole entry, looked up): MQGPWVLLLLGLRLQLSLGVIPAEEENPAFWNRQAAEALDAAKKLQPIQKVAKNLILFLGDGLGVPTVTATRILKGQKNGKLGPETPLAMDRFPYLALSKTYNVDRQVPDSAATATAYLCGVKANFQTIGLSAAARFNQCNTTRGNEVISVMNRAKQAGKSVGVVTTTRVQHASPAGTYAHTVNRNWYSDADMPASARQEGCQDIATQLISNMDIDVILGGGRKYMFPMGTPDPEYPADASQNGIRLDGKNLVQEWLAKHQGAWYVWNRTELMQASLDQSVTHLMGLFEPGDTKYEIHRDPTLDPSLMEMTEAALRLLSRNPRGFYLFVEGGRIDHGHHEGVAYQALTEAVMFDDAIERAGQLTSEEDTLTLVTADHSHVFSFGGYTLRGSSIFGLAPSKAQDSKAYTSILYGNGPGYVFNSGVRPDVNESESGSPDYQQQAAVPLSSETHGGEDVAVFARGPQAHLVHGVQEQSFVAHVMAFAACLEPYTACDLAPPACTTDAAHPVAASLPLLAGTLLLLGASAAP
MPTP inh – blocks calcium-induced mitochondrial swelling; inhibition, % at 10 µM; isolated mouse mitochondria, Ca2+ swelling absorbance, 30 min; 360,000 tested, 1.4% active; AID 602449;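 active = inhibition of 50% or more, scaled per plate between neutral and stimulator controls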;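 also: 0% = DMSO wells given calcium and 100% = 1 mM EGTA wells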
mIAP act – increases mouse intestinal alkaline phosphatase activity | muIAP, CDP-Star luminescence, 30 min; stronger effect = higher value; 1 = vehicle-only enzyme signal, 0 = enzyme-free wells | activation factor at 10 µM | 330,000 tested, 0.24% active;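 active = activation factor of at least 2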; also: the source names both 10 and 20 µM as test concentration; values of inactives mirror those of a sister screen read the other way
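Assay system: mouse IAP enzyme / Compound: DMSO-dissolved test compounds / Timing: 30 min, room temperature / Measured by: luminescence from enzymatic CDP-Star hydrolysis / Control set: DMSO-only wells, enzyme-free buffer wells as negative control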
mIAP block – blocks mouse intestinal alkaline phosphatase | inhibition, % at 10 µM | 330,000 tested, 0.2% active | purified mouse IAP, CDP-Star luminescence, 30 min;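 active = inhibition of at least 40% at 10 µM in the primary screen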;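 also: plate controls were DMSO with enzyme for no effect and no enzyme wells for full effect; values of inactives mirror those of a sister screen read the other way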
ATG4B inh – blocks human ATG4B protease cleavage of LC3 substrate; Q9Y4P1; ATG4B cleavage of LC3-PLA2, NBD-HPC fluorescence, 1 h; inhibition, % at 8.33 µM; 340,000 tested, 0.51% active; AID 504462; in the data active = inhibition above about 40%
APOBEC3G inh – blocks human APOBEC3G single-stranded DNA deamination; recombinant A3G, ssDNA deamination FAM/TAMRA fluorescence; AID 493012; Q9HC16; inhibition, % at 20 µM; 330,000 tested, 0.28% active;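 active = inhibition of at least 40% at 20 µM, with no more than 30% in the related APOBEC3A deaminase screen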;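 also: plate controls were DMSO wells with A3G for no effect and wells lacking A3G enzyme for full effect; some compounds called inactive have numbers as strong as hits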
beta cell repl – MIN6 beta-cell proliferation induction; 330,000 tested, 0.29% active; AID 2380; MIN6 cells proliferation, ATPlite luminescence, 48 h; cells starved in 0.2% serum; 100% = growth in 10% serum; proliferation, % at 10 µM;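 active = compounds whose signal lies at least 3.5 SD above the mean of all wells on their plate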;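 also: 0% = DMSO-treated cells in low-serum medium and 100% = 10% serum control; some compounds called inactive have numbers as strong as hits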
APOBEC3A inh – inhibitors of human APOBEC3A DNA deaminase | P31941 | 330,000 tested, 0.41% active | recombinant A3A, FAM/TAMRA ssDNA deamination fluorescence | inhibition, % at 20 µM | AID 493011;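 active = at least 40% inhibition at 20 µM here, with at most 30% in a related deaminase screen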;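 also: plate controls were A3A with DMSO for no effect and wells lacking A3A enzyme for full effect; some results filed as inactive read as strong as hits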
Target sequence (P31941 whole entry, looked up): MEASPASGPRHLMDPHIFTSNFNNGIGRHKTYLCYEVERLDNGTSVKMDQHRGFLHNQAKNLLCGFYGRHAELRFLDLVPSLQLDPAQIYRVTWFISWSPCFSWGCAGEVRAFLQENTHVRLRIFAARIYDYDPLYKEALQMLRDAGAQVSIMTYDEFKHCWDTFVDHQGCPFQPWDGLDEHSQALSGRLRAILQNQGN
hIAP inh – blocks human intestinal alkaline phosphatase. purified IAP, CDP-Star luminescence, 30 min. inhibition, % at 10 µM. 330,000 tested, 0.12% active;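 active = inhibition reaching a set limit with compound at 10 µM in the primary screen, cut at about 35% in these data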;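 also: plate controls were DMSO wells with enzyme for no effect and no-enzyme buffer wells for full effect; values of inactives mirror those of a sister screen read the other way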
* hit, by the source's call; · = not tested or not shown.

SMILES	hIAP act	MPTP inh	mIAP act	mIAP block	ATG4B inh	APOBEC3G inh	beta cell repl	APOBEC3A inh	hIAP inh
N#C/C(C(=O)N1CCCC1)=C1/N=C(N)c2ccccc21	0.99	1.5	1.1	-8	1	-9	-1	-5	1
Cc1ccc(C#CC[N+]2(CC#Cc3ccc(C)cc3)CCCCC2)cc1	1	11	1.1	-11	12	-7	-6	-2	-2
CCOc1ccc(C(=O)C(C)OC(=O)Cn2c(C)csc2=O)cc1 (stereo not given)	1.1	-1.3	1	-2	11	3	1	1	-12
CC(C)Cn1c(N)c(C(=O)COC(=O)c2ccccc2F)c(=O)n(C)c1=O	1	0.5	1.1	-12	-1	-8	-3	2	-4
CNc1oc(-c2ccccc2F)nc1S(=O)(=O)c1ccc(C)cc1	0.93	-0.4	1.1	-10	-4	-11	-1	-3	7
Cc1ccc(S(=O)(=O)NCC2CCC(C(=O)O)CC2)cc1 (stereo not given)	0.92	3.8	1	-1	19	-2	-3	4	8
COc1ccc(C(=O)Nc2cc(Cl)ccc2OC(=O)c2ccc(OC)cc2)cc1	0.95	12	1.1	-6	-5	-3	-3	1	5
COc1ccccc1Oc1ccccc1[N+](=O)[O-]	1	2.8	1	-1	6	-7	0	-3	-1
O=C(CNC(=O)c1ccccc1Cl)NCC(c1cccs1)N1CCOCC1 (stereo not given)	0.97	-1.9	1	-1	-7	-5	-3	-5	3
COc1ccc(Cc2nnc(SCc3nc4ccccc4c(=O)[nH]3)o2)cc1	0.96	0.5	0.86	14	-21	23	0	0	4
O=C(O)c1ccc(/C=C/c2nc3ccccc3c(=O)[nH]2)cc1	0.98	-1.6	1.1	-8	-5	-3	-4	1	2
O=[N+]([O-])c1ccc(O)c(C=Nc2cccc3ncccc23)c1	0.96	20	0.89	11	4	0	-1	-3	4
COc1ccc(-c2nn(CCC#N)cc2C=C(C#N)C#N)cc1	0.95	0.1	1	-1	-4	-2	-2	1	5
C/C=C/C=C/C(=O)Nc1nccs1	0.89	-1.7	0.95	5	2	-6	0	-1	11
COc1ccc(NC(=O)CN(C)C(=O)C2CC(=O)N(c3ccc4c(c3)OCCO4)C2)cc1 (stereo not given)	1	-0.3	1	-3	1	-4	0	1	-2
N/C(=N\OC(=O)CCC1CCCC1)c1ccncc1	0.9	-0.5	0.98	2	-1	-6	-1	-4	10
Cc1ccc(SCc2noc(-c3c(C)noc3C)n2)cc1	1.1	0.5	0.94	6	3	-3	-1	-1	-8
FC(F)(F)c1cccc(Cc2noc(CN3CCC(N4CCCCC4)CC3)n2)c1	1.2	-2.0	0.95	4	-1	-1	-4	-1	-17
Cc1ccc(NC(=O)CSc2nnnn2C2CC2)cc1S(=O)(=O)N1CCOCC1	1	1.1	1	0	6	-9	-2	3	-5
CCn1nc(C(=O)OCC(=O)c2ccc(F)cc2)c2ccccc2c1=O	0.84	-1.3	0.94	6	0	-15	-1	-3	16
Cc1ccc(S(=O)(=O)NNC(=O)c2ccc(O)cc2)cc1	0.99	0.4	1	-4	1	-12	0	-3	1
Cn1c(N)c(C(=O)N/N=C/c2ccccc2)sc1=S	1	-0.9	1.2	-18	-2	-2	-3	-1	0
CCOC(=O)c1c2c3c(cccc3[nH]c1=O)C(=O)c1ccccc1-2	0.93	-2.3	0.95	5	4	53*	-4	-3	7
COc1ccc(C(=O)Cn2cc([N+](=O)[O-])nc2C)cc1	0.98	-0.9	0.98	2	5	1	4	2	2
Cc1ccc(S(=O)(=O)C2(S(=O)(=O)c3ccc(C)cc3)CC2)cc1	1.2	2.0	1.1	-6	5	-8	2	2	-19
COc1ccccc1NC(=O)CSc1ccc2nnc(-c3ccncc3)n2n1	0.92	1.4	1.1	-7	1	-7	-2	0	8
Nn1c(SCC(=O)NCCC2=CCCCC2)nnc1-c1cccnc1	1.1	-3.0	0.98	2	-3	-8	-3	2	-8
Clc1ccc2c(N/N=C/c3ccccc3Br)ccnc2c1	1	57*	0.91	9	48*	-2	-3	-1	0
CS(=O)(=O)N(Cc1nnc(-c2cccs2)o1)c1ccc(Cl)cc1F	0.98	-2.5	0.93	7	-10	-4	-1	-2	2
Cc1cccnc1NC(=O)Nc1cccc2ccccc12	1.2	1.3	0.99	1	-1	-4	-2	-18	-15
CCCN(C(=O)C(NC(=O)c1ccccc1)C(C)C)c1c(N)n(Cc2ccccc2)c(=O)[nH]c1=O (stereo not given)	0.99	-1.1	0.94	6	-2	-2	0	0	1
NS(=O)(=O)c1ccc(CCNS(=O)(=O)c2cccc(C(=O)O)c2)cc1	1	1.6	1	-2	-4	-2	2	3	-3
Cc1cccc(NC(=S)NC2CC3CCCC(C2)N3CC(C)C)c1 (stereo not given)	0.93	2.2	2.5*	-154	-10	1	0	-2	7
COc1ccc(OC)c(S(=O)(=O)n2ccc(C)n2)c1	0.96	0.3	1	-3	1	-7	2	-5	4
O=c1[nH]cc(NCCNc2ncc(C(F)(F)F)cc2Cl)c(=O)[nH]1	1	-1.7	0.95	5	-8	-5	0	0	-2
CC(C)c1cc(CNC(=O)CCc2nnc(CCCc3ccccc3)o2)on1	1.4	2.7	0.98	2	-16	-3	-2	0	-35
Cc1cccc(C(=O)N[C@H](C(=O)Nc2ccc(S(=O)(=O)NC3=NCCCCC3)cc2)C(C)C)c1	1.1	0.1	1	-4	4	2	-2	22	-11
CCN(CC(=O)Nc1c(F)cccc1F)C(=O)c1cccc(S(=O)(=O)N2CCN(c3ccccc3)CC2)c1	1.3	0.7	1.1	-12	4	-6	-2	0	-29
Cc1ccc2cc3c(NC(=O)c4ccco4)nn(C)c3nc2c1	0.87	0.1	0.99	1	-6	2	1	5	13
COCCNC(=O)c1cccc(OC2CCN(C(C)COc3ccccc3)CC2)c1 (stereo not given)	1.2	0.6	1	-1	-3	-10	-1	1	-16
CCC(=O)N(CCC1(C(C)C)CCOC(C)(C)C1)Cc1ccco1 (stereo not given)	0.87	-1.6	1	-4	1	-7	-2	-2	13
Cc1cccc(C(=O)N(Cc2ccco2)c2c(N)n(Cc3ccccc3)c(=O)[nH]c2=O)c1	0.84	-2.8	0.92	8	-9	-4	-3	-2	16
COc1ccc(NC(=O)NNC(=O)COc2ccc3ccccc3c2)cc1	2	2.3	0.92	8	4	-4	5	-3	-96
Cc1ccc(Sc2ccc(/C=N/O)cc2[N+](=O)[O-])cc1	0.87	5.9	0.87	13	4	-3	-4	-1	13
COc1ccc(N(CC(=O)N2c3ccccc3CC2C)S(=O)(=O)c2c(C)noc2C)cc1 (stereo not given)	1.1	3.0	0.98	2	2	-5	-3	-4	-12
O=C(NN1C(=O)C2C3C=CC(C3)C2C1=O)c1ccco1 (stereo not given)	0.84	0.4	0.94	6	-5	-12	-2	-3	16
Cc1cccc(NC(=O)COC(=O)c2ccc(S(=O)(=O)N3CCCC3)cc2)c1	0.97	-0.9	0.92	8	-4	-9	1	-1	3
COc1ccc(NC(=O)CSCc2cc(=O)n3ccsc3n2)cc1	0.73	-1.6	0.97	3	-1	-2	-6	6	27
O=C(Nc1ccccc1C(=O)NCCN1CCOCC1)c1ccco1	0.89	-0.5	1	-1	-6	-10	-2	-9	11
O=C(COC(=O)c1ccccc1Br)NC1CCCC1	1	1.6	0.96	4	2	-10	-5	-3	-1
O=C(COC(=O)Cn1nc(-c2ccccc2)oc1=O)Nc1ccc(F)cc1	0.84	2.0	0.97	3	-8	-8	1	-7	16
Cc1nc(Cl)nc(N(C)c2ccccc2)c1[N+](=O)[O-]	0.94	2.1	0.96	4	-2	-8	-6	-5	6
Cc1nnc(NC(=O)c2csc3c2CCCC3)s1	1.2	·	1	-4	·	2	0	0	-18
CCOc1ccc(N(CC)S(=O)(=O)c2c(C)[nH]c(=O)[nH]c2=O)cc1	0.91	0.2	0.93	7	-10	-8	1	-4	9
Cn1c(N)c(C(=O)COC(=O)[C@@H]2CCCN2S(=O)(=O)c2ccc(Cl)cc2)c(=O)n(C)c1=O	0.95	-0.4	0.95	5	-10	-3	0	-2	5
C=CCOC(=O)C(C#N)c1nc2ccccc2nc1N1CCN(Cc2ccc3c(c2)OCO3)CC1 (stereo not given)	1	1.4	0.97	3	20	1	-3	4	-1
CCOc1ccc(CCNC(=O)c2cn(C)c3ccc(S(=O)(=O)N4CCOCC4)cc3c2=O)cc1OCC	0.79	-1.2	0.99	1	-2	0	-1	0	21
CCOC(=O)N1CCN(C(=O)c2cc(COc3c(F)cccc3F)on2)CC1	0.95	0.6	1	0	25	2	-1	1	5
Cc1ccc(C(c2c(C)[nH][nH]c2=O)c2c(C)[nH][nH]c2=O)cc1[N+](=O)[O-]	1.4	-0.2	0.97	3	-1	-1	0	-1	-44
CCCOC(=O)CN1C(=O)c2ccc(C(=O)OCCC)cc2C1=O	1	-0.1	0.98	2	-7	-4	-5	1	-4
CCN1CCN(C(=O)c2ccc(CS(=O)(=O)Cc3ccccc3F)o2)CC1	1	0.7	0.96	4	-10	-11	6	0	-2
CCC(C)C(NC(=O)OC(C)(C)C)C(=O)NC(CC(C)C)C(N)=O (stereo not given)	0.8	-8.9	1	-2	-5	5	-2	2	20

14 entries out of the list, arranged by molecular weight, smallest number first:
SMILES	hIAP act	MPTP inh	mIAP act	mIAP block	ATG4B inh	APOBEC3G inh	beta cell repl	APOBEC3A inh	hIAP inh
COc1ccccc1Oc1ccccc1[N+](=O)[O-]	1	2.8	1	-1	6	-7	0	-3	-1
N/C(=N\OC(=O)CCC1CCCC1)c1ccncc1	0.9	-0.5	0.98	2	-1	-6	-1	-4	10
O=[N+]([O-])c1ccc(O)c(C=Nc2cccc3ncccc23)c1	0.96	20	0.89	11	4	0	-1	-3	4
Cc1ccc(S(=O)(=O)NCC2CCC(C(=O)O)CC2)cc1 (stereo not given)	0.92	3.8	1	-1	19	-2	-3	4	8
CCOC(=O)c1c2c3c(cccc3[nH]c1=O)C(=O)c1ccccc1-2	0.93	-2.3	0.95	5	4	53*	-4	-3	7
CCC(=O)N(CCC1(C(C)C)CCOC(C)(C)C1)Cc1ccco1 (stereo not given)	0.87	-1.6	1	-4	1	-7	-2	-2	13
CCC(C)C(NC(=O)OC(C)(C)C)C(=O)NC(CC(C)C)C(N)=O (stereo not given)	0.8	-8.9	1	-2	-5	5	-2	2	20
O=c1[nH]cc(NCCNc2ncc(C(F)(F)F)cc2Cl)c(=O)[nH]1	1	-1.7	0.95	5	-8	-5	0	0	-2
COc1ccc(NC(=O)CSCc2cc(=O)n3ccsc3n2)cc1	0.73	-1.6	0.97	3	-1	-2	-6	6	27
CC(C)Cn1c(N)c(C(=O)COC(=O)c2ccccc2F)c(=O)n(C)c1=O	1	0.5	1.1	-12	-1	-8	-3	2	-4
CCOC(=O)N1CCN(C(=O)c2cc(COc3c(F)cccc3F)on2)CC1	0.95	0.6	1	0	25	2	-1	1	5
Cc1cccc(NC(=O)COC(=O)c2ccc(S(=O)(=O)N3CCCC3)cc2)c1	0.97	-0.9	0.92	8	-4	-9	1	-1	3
FC(F)(F)c1cccc(Cc2noc(CN3CCC(N4CCCCC4)CC3)n2)c1	1.2	-2.0	0.95	4	-1	-1	-4	-1	-17
COc1ccc(NC(=O)CN(C)C(=O)C2CC(=O)N(c3ccc4c(c3)OCCO4)C2)cc1 (stereo not given)	1	-0.3	1	-3	1	-4	0	1	-2
